Menin MLL FP TR = displaces Texas Red mutant MLL peptide from human menin; O00255; Menin + Texas Red MLL mutant peptide, fluorescence polarization; Potency, µM (top dose mostly 61.6 µM), for inactives: at the top dose FP activity change, negative = inhibition, actives largely listed as inhibitors; actives 0.23% (n = 270,000); active means well fitted inhibition curve with a large enough effect in the polarisation, with a control signal flat, not every such curve was filed as active; inconclusive means small, poorly fitted or top-dose-only effect, or effect the other way, or a change in a side signal; inactive means no such curve, though single readings can be large or run the other way; the % refers to the polarisation; further: potency means the concentration at half of the fitted maximal effect; % of control where 0% means no effect; many of its hits are not listed in these tables
Target sequence (O00255 whole entry, looked up): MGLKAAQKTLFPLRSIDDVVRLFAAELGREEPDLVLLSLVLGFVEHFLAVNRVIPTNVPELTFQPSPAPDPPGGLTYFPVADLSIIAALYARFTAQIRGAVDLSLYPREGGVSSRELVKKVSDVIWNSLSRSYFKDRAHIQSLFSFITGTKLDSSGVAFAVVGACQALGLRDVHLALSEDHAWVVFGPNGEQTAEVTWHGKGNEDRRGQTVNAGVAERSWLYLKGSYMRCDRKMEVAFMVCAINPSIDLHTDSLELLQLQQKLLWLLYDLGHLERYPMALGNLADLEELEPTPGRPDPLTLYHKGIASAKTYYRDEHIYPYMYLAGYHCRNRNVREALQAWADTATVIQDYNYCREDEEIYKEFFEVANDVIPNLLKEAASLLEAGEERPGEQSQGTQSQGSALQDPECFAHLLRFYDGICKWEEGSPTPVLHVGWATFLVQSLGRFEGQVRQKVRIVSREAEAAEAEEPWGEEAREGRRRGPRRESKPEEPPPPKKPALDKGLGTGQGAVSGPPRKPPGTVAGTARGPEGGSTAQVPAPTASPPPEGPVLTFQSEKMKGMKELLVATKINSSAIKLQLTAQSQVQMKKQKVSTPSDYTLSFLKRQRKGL
BRCA1 expr up = increases BRCA1 expression; MCF7-BRCA1-FFLuc reporter, luminescence, 48 h; response scale: scaled: vehicle 0%, 10 µM genistein 100%; Potency, µM (titrated, usually from 46.1 µM), for the others: top-dose activation, most hits filed as activators; actives 1.1% (n = 380,000); AID 624202; further: potency means the concentration at half of the fitted maximal effect; nearly all actives have a fitted effect of over 80% in size; some results filed as inactive show a strong effect at the top dose
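Activators of BRCA1 expression were detected as increased firefly luciferase luminescence in engineered MCF7 cells after 48 h compound incubation. Signals were scaled to genistein 10 microM as full activation.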
NPC1 prom act = activates the NPC1 promoter | AID 485313 | Potency, µM (top dose mostly 9.22 µM), without a hit: at the highest dose activation, actives largely listed as activators | Huh7 NPC1 promoter luciferase reporter, 24 h | actives 2.4% (n = 320,000);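 further: potency means the concentration at half of the fitted maximal effect; % of control where 0% means no effect; nearly all actives have a fitted effect of over 60% in size; reporter is driven by a mutant NPC1 promoter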
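Cells: Huh7 expressing luciferase under the NPC1 promoter, 1500/well. Seeded 2 h, compound added, incubated 24 h at 37 °C. Luciferase reagent, 10 min ambient, then luminescence.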
VP16 counter = counter-screen for ROR gamma inhibitors: Gal4-VP16 reporter; actives 3.5% (n = 310,000); Drosophila S2 Gal4-VP16 UAS-luciferase, luminescence, 20 h; Potency, µM (titrated, usually from 53.6 µM), for inactives: top-dose activity, negative = inhibition, actives largely listed as inhibitors;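 further: Gal4-VP16 expression switched on by copper sulfate through the metallothionein promoter; potency means the concentration at half of the fitted maximal effect; on the % scale 0 is the no-effect control and ±100 the full control effect; nearly all actives have a fitted effect of over 50% in size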
Giardia kill = kills Giardia lamblia; activity change, % at 7.66 µM, hits read low; actives 0.15% (n = 340,000); Giardia lamblia trophozoite viability; in the data active means activity change below about -80%; inconclusive means between about -30% and that limit;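 further: parasites exposed to compound for two days anaerobically before the ATP read; on the % scale 0 is the no-effect control and ±100 the full control effect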
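Viability, read as ATP luminescence: trophozoites at 100 cells/well, compound added, 48 hrs anaerobic at 37 deg C, then 15-30 min room-temperature development before reading.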
Rab9 prom act = Rab9 promoter activation. Huh7 Rab9 promoter-luciferase reporter, luminescence, 24 h. Potency, µM (series often up to 9.22 µM), without a hit: at the top dose activation, negative = inhibition, hits mostly activators. actives 2.8% (n = 320,000); further: potency means the concentration at half of the fitted maximal effect; % of control where 0% means no effect; nearly all actives have a fitted effect of over 60% in size
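Huh7 cells stably carrying a Rab9 promoter-luciferase reporter, 1500 cells per well in OP-MEM I with 10% FBS, treated with compound 24 hours at 37C. Luciferase activity read by luminescence after 10 minutes with Amplite reagent.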
FLuc modulator = inhibits or activates purified firefly luciferase, miR-21 counter-screen; purified FLuc, Km substrates, luminescence inhibition; Potency, µM (highest dose often 57.5 µM), inactives show at the highest dose activity change, negative = inhibition, actives largely listed as inhibitors; AID 588342; actives 6.9% (n = 360,000); P08659;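 further: potency means the concentration at half of the fitted maximal effect; plate controls were vehicle for no effect and reference inhibitor for full effect; nearly all actives have a fitted effect of over 55% in size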
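Purified P. pyralis luciferase, 10 nM final, with Km-level 10 uM D-luciferin and 10 uM ATP in 50 mM Tris acetate pH 7.5, 10 mM Mg acetate, 0.01% Tween-20, 0.05% BSA; 6-point qHTS titration about 60 µM downward; luminescence read.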
p53 reactivation = restores transcriptional activity of mutant p53; AID 504706; H1299 p53-A138V BP100-luciferase reporter, luminescence, 24 h; actives 0.063% (n = 320,000); Potency, µM (titrated, usually from 92.2 µM), for inactives: top-dose activity change, positive = activation, actives largely listed as activators; further: potency means the concentration at half of the fitted maximal effect; % of control where 0% means no effect; nearly all actives have a fitted effect of over 45% in size
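p53-null H1299 cells stably carrying temperature-sensitive p53-A138V and a BP100-luciferase reporter were pinned with compounds (4-point, 1:5 series) and held 24 hrs at 37 deg C. Luminescence was read 10 min after detection reagent.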
ELG1 genotox = induces genotoxicity in HEK293T cells with luciferase-tagged ELG1. AID 504466. HEK293T ELG1-luciferase reporter, luminescence, 16 h. Potency, µM (series often up to 46 µM), inactives show at the top dose activity change, positive = activation, most hits filed as activators. actives 1.3% (n = 330,000); further: potency means the concentration at half of the fitted maximal effect; % of control where 0% means no effect; nearly all actives have a fitted effect of over 60% in size
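HEK293T cells expressing luciferase-tagged ELG1 were treated with compound or DMSO for 16 hr at 37°C. Luciferase activity was then read after 30 min with ONE-Glo at room temperature; rising signal flags genetic stress.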
PKM2 activator = activators of human pyruvate kinase M2; purified PKM2, Kinase-Glo ATP luminescence, activation; response scale: 0% is enzyme alone, no compound; actives 0.34% (n = 260,000); P14618; Potency, µM (series often up to 57.5 µM), inactives show top-dose activation, actives largely listed as activators; further: potency means the concentration at half of the fitted maximal effect; on the % scale 0 is the no-effect control and ±100 the full control effect; nearly all actives have a fitted effect of over 55% in size
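hPK-M2, >95% pure; 0.1 mM ADP / 0.5 mM PEP final; imidazole pH7.2 buffer w/ 7 mM MgCl2, 50 mM KCl; 1 h RT; Kinase-Glo lum. Intermediate enzyme activity for dual inhibitor/activator qHTS.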
RORgamma inh = blocks mouse ROR gamma transcriptional activity; P51450; Drosophila S2 Gal4-RORgamma UAS-luciferase reporter, 20 h; Potency, µM (highest dose often 53.6 µM), inactives show top-dose activity change, negative = inhibition, usual class: inhibitors; actives 5.4% (n = 310,000); AID 2551; further: potency means the concentration at half of the fitted maximal effect; on the % scale 0 is the no-effect control and ±100 the full control effect; nearly all actives have a fitted effect of over 60% in size
Target sequence (P51450 whole entry, looked up, the tested form may be a part): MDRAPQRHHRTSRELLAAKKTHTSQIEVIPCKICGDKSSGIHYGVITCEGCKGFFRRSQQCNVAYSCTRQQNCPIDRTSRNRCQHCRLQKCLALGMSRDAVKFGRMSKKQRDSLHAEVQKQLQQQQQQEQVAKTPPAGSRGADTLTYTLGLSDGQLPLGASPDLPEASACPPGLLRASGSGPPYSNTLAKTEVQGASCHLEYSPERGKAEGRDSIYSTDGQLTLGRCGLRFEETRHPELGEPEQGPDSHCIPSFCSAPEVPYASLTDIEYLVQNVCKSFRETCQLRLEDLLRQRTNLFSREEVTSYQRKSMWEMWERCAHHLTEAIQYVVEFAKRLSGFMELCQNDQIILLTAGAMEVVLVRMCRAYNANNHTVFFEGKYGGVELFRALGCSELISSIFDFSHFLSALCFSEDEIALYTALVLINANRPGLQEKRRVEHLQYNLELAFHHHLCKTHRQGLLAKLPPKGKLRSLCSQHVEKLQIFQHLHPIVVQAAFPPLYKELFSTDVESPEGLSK
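Drosophila S2 cells stably expressing Gal4-DBD/mouse RORγ fusion under metallothionein promoter plus UAS-luciferase; compound 1 h, then 700 uM CuSO4 induction for 20 h at ambient temperature; inhibition read as reduced luminescence.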
The depositor's hits bear a star; u = inconclusive; x = not tested or not shown; [ ] = dose if it differs, or a comment. Unless noted, the call rests on the fitted dose curve; in most records, active means well fitted curve in the direction sought with a large enough effect; inconclusive means small, poorly fitted or top-dose-only effect, or another doubt; inactive means no such curve, though single readings can be large; an effect the other way counts as inactive or inconclusive. The list is partial; the hit share may differ from the screen's.

Values in the order: BRCA1 expr up | ELG1 genotox | FLuc modulator | PKM2 activator | RORgamma inh | Menin MLL FP TR | Rab9 prom act | VP16 counter | p53 reactivation | NPC1 prom act | Giardia kill
CC(=O)c1cccc(NC(=O)C(=O)c2cn(CC(=O)N3CCCCC3)c3ccccc23)c1
→ 10% | -4% | 8.5µM* | 0% | 13% | 19% | 20% | -3% | 12% | 7% | -10
CC1(C)CC(=O)c2cc(NC(=O)c3ccccc3)c(=O)oc2C1
→ 55% | 12% | u | -8% | 37% | 5% | 9% | 14% | 16% | 9% | 9
C/C(=N\NC(=O)COc1ccc(C(C)(C)C)cc1)c1ccc2c(c1)OCCO2
→ 50% | -1% | 19µM* | -3% | -5% | -10% | -1% | -22% | 22% | -3% | -3
CC(C)CCNC(=O)c1ccc2c(c1)N(Cc1ccccc1)C(=O)CS2=O (centres undefined)
→ 1% | -6% | 0% | 5% | -42% | 0% | 1% | -3% | 3% | -8% | 0
Clc1cccc(CSc2ccc(-c3cccnc3)nn2)c1
→ 51% | 5% | u | 10% | 7% | 11% | -2% | 17% | 5% | -2% | -2
CN(C)S(=O)(=O)c1cccc(NC(=O)CSc2nncn2C)c1
→ 0% | 1% | 0% | 1% | 9% | x | 0% | 4% | 3% | 2% | 8
CC(=O)Nc1cc(C(C)C)c(O)c(C(C)C)c1
→ 6% | -1% | -3% | -1% | 13% | 7% | -4% | 4% | 11% | -1% | 23
Cc1nc2sc(C(c3cccs3)N3CCC4(CC3)OCCO4)c(O)n2n1 (centres undefined)
→ 15% | -1% | -1% | -18% | -10% | 6% | -2% | -6% | -8% | 0% | -4
COc1ccccc1CCC(=O)NCCCn1ccc2ccccc21
→ -25% | -1% | 2% | -2% | 22% | -11% | 4% | 0% | -3% | 2% | -3
OCC1(Cc2ccccc2)CCN(Cc2cnc(-c3cccc4ccccc34)nc2)CC1
→ -3% | -3% | -12% | u | 2% | -1% | 13% | -14% | 0% | 1% | 13
Cc1cc(-c2nn(-c3ccccc3F)cc2CN(C)CC(O)CO)c(C)s1 (centres undefined)
→ -3% | 0% | -3% | 14% | -37% | u | -1% | -13% | -2% | -5% | -18
Cc1cccc(NC(=O)C2CCN(S(=O)(=O)c3c(C)c(C)cc(C)c3C)CC2)n1
→ -87% | -10% | 2% | x | x | x | -3% | x | 0% | 1% | 17
COC(=O)c1ccccc1NC(=O)N1CSC[C@H]1C(=O)OC
→ -5% | 1% | -3% | 2% | -17% | 7% | -6% | 5% | 1% | 12% | -7
O=C(CNC(=O)C(c1ccccc1)c1ccccc1)OCc1ccccc1
→ -22% | -2% | 1% | -2% | 20% | -2% | 0% | -10% | 2% | -2% | 2
COc1ccc(C(=O)CCC(=O)N2CCN(c3ccc(C)cc3)C(C)C2)cc1 (centres undefined)
→ -15% | -5% | -2% | 2% | 21% | -1% | 1% | -3% | -3% | -5% | -3
CCOc1ncccc1C(=O)NCCc1c[nH]c2ccccc12
→ 8% | -15% | 1% | x | 24% | x | -3% | 4% | -6% | 1% | 3
CC(=O)N1CCc2cc(S(=O)(=O)NC(C(=O)NC(C)c3ccccc3)C(C)C)ccc21 (centres undefined)
→ -3% | 0% | 1% | x | -1% | x | -5% | -8% | 4% | -6% | 2
CCOC(=O)[C@@H]1[C@H]2COc3ccccc3[C@H]2N2C(=O)N(c3ccc(Cl)cc3)C(=O)[C@]12C
→ 0% | -1% | 6% | -1% | 23% | 26% | 0% | -1% | x | -3% | 7
CN=C1S/C(=C\c2cc(C)n(-c3ccccc3F)c2C)C(=O)N1C
→ 51% | u | 0.34µM* | -11% | u | -17% | 1.6µM* | 18µM* | 4% | u | -19
CN(C)S(=O)(=O)N1CCC(Oc2cccc(C(=O)NCCC3=CCCCC3)c2)CC1
→ -52% | -31%[inhibitor] | u | -1% | u | -7% | -14% | -4% | 7% | -19% | -16
O=C(CCC(=O)c1cccs1)NC1CCCCCC1
→ 61% | 3% | u | -1% | 10% | -2% | 1% | 10% | 14% | -1% | 14
O=C(NCCc1nc2ccccc2[nH]1)c1ccc([N+](=O)[O-])cc1
→ 3% | 1% | -7% | 21% | -2% | x | 1% | -2% | 0% | 2% | -5
CCOC(=O)N1C(=O)[C@](CC)(c2ccccc2)N1C(=O)OCC
→ -3% | 6% | -7% | 0% | 24% | u | -3% | 5% | -9% | -12% | 2
Cc1cccc(/C(N)=N/OC(=O)c2ccc(Br)o2)c1
→ 28% | u | 4.3µM* | -14% | 13µM* | 5% | 2% | u | u | 22% | -25
CC(=O)Nc1ccc(S(=O)(=O)Nc2cccc(-n3c(C)nc4ccccc4c3=O)c2)cc1
→ -2% | 3% | 0% | x | x | x | -3% | x | -3% | 1% | 26
Cc1cc(OCC(=O)NNC(=S)NC(=O)c2ccc(Br)o2)ccc1Cl
→ -10% | -3% | -17% | x | 7.9µM* | x | -4% | -21% | 11% | 3% | -9
O=C(CCN1C(=O)C2C3CCC(C3)C2C1=O)OCC(=O)c1ccc(Cl)cc1 (centres undefined)
→ 0% | 2% | u | x | 6% | x | 0% | -6% | 5% | 1% | -13
CC(C)c1nn2c(N)c(/C=C3\C=Nc4ccccc43)c(=O)nc2s1
→ 15% | 4% | u | -4% | -8% | x | -6% | 6% | 1% | 1% | -2
COc1cccc(C(=O)NCCS(=O)(=O)NCc2cccnc2)c1
→ 5% | 0% | 6% | x | x | x | -3% | x | -2% | -5% | -11
CC1(c2ccc3c(c2)OCCO3)NC(=O)N(CC(=O)c2ccc[nH]2)C1=O (centres undefined)
→ 30% | -4% | -1% | x | x | x | -4% | x | 2% | 2% | 12
COC(=O)CCCCCCCCCC[N+]1(C)CCCCC1
→ 3% | -3% | 1% | -4% | 9% | -16% | -3% | -10% | 8% | -9% | -11
Cc1cnc([N+](=O)[O-])n1CCOC(=O)NC(=O)c1ccccc1Cl
→ -23% | -8% | 3% | -1% | -1% | -8% | -4% | 1% | 2% | -1% | u
COc1ccccc1N1CCN(C2CCCN(C(=O)CCC(=O)N(C)C)C2)CC1 (centres undefined)
→ -8% | 1% | -1% | 0% | -6% | 7% | -4% | -3% | x | -1% | -5
CC(=O)N(C(C)=O)n1c(/C=C/c2ccc([N+](=O)[O-])cc2)nc2ccccc2c1=O
→ -30% | 1% | 0% | -5% | u | 5% | -5% | -1% | 3% | 0% | -10
CCC(=O)N1CCc2cc(Br)cc(S(=O)(=O)NCCCN(CC)Cc3ccccc3)c21
→ -51% | -3% | 0% | 8% | -11% | -16% | 0% | 1% | -1% | -7% | 31[activator]
CCN(CC)C(=O)C1=C(C)NC(=S)NC1c1cccs1 (centres undefined)
→ 3% | 1% | 0% | -11% | 0% | -7% | -4% | 14% | -2% | -7% | -14
CC(C)(CN1CCOCC1)NS(=O)(=O)c1ccccc1
→ -17% | 2% | 0% | 4% | 7% | 15% | -3% | -4% | -2% | 0% | 7
O=C(NCC(c1ccco1)N1CCCCC1)c1cccc(S(=O)(=O)Nc2ccccc2Cl)c1 (centres undefined)
→ -26% | -10% | 4% | -7% | u | x | -1% | 15% | -10% | -1% | 1
O=C(CCSc1ccccc1)NCCSc1ccccn1
→ -6% | 3% | -18% | 28% | 24% | -12% | -2% | 3% | 5% | -5% | -9
Cc1ccc2[nH]c(=O)c(CN(Cc3ccco3)C(=O)c3cccs3)cc2c1
→ x | x | 3% | -2% | -36% | 6% | -1% | -6% | x | -9% | x
CCOC(=O)c1ccc(Nc2ncccc2[N+](=O)[O-])cc1
→ u | u | 7.6µM* | 9% | 7% | 12% | 1µM* | -23% | 12% | 2.5µM* | 2
CCOC(=O)c1ccccc1NC(=O)COC(=O)c1ccc(C)c(S(=O)(=O)N2CCOCC2)c1
→ -28% | -2% | 4% | -5% | -36% | -2% | -5% | -7% | 2% | -1% | -3
CC(C(=O)NC1CCCC1)N(C(=O)CS(=O)CC(=O)Nc1ccc(F)cc1)c1ccc2c(c1)OCCO2 (centres undefined)
→ 17% | 1% | 1% | -2% | 24% | u | 2% | 5% | -4% | -1% | -10
Cc1nc(COc2ccc(C(=O)NCc3ccccc3CN3CCCCC3)cc2)cs1
→ 3% | -2% | -20% | x | x | x | -7% | x | 3% | -1% | 5
CN(CC(=O)Nc1cc(S(=O)(=O)N2CCOCC2)ccc1Cl)C1CCS(=O)(=O)C1 (centres undefined)
→ -2% | 0% | -2% | 2% | 7% | -1% | 1% | -3% | 15% | -2% | -18
CCOC(=O)c1ccc(NC(=O)c2cn(-c3ccccc3)nc2-c2ccncc2)cc1
→ -37% | -8% | 0% | 9% | u | 22% | -1% | -12% | -4% | 0% | -11

Source: PubChem BioAssay
